From PubChem
TR SRC2 fluor cs: counter-screen for TRb-SRC2 inhibitors: fluorescence interference. AID 1479. 0.29% of 280,000 active. Potency, µM (highest dose often 106 µM), for inactives: at the top dose fluorescence change, negative = quenching. TRb/SRC2 Texas Red total fluorescence interference; active means well fitted curve in either direction with a large enough effect; inconclusive means small, poorly fitted or top-dose-only effect
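Flags fluorescent or light-absorbing compounds by total fluorescence, S + 2P, at 555 nm excitation and 632 nm emission. Mixture: 20 nM Texas Red SRC2 peptide, 0.6 uM human TRb LBD, 1 uM T3, 5% DMSO; compound exposure 5 h at ambient temperature.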
Tau fibril ThT: inhibitors of human tau fibril formation, thioflavin T binding | P10636 | recombinant tau K18 P301L (four-repeat tau fragment), heparin-induced fibrillization, ThT fluorescence | Potency, µM (highest dose often 57.4 µM), for inactives: at the top dose activity, negative = inhibition, usual class: inhibitors | 2.1% of 270,000 active; further: nearly all actives have a fitted effect of over 55% in size
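Heparin-induced fibrillization of the P301L-mutant K18 repeat-domain fragment of human tau was followed by ThT binding in quantitative high-throughput format.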
TRb SRC2 PPI: TRbeta-SRC2 interaction inhibition; TRbeta-SRC2 peptide binding, fluorescence polarization; receptor liganded with 1 µM T3; P10828; 0.065% of 280,000 active; AID 1469; Potency, µM (top dose mostly 106 µM), inactives show at the highest dose activity change, negative = inhibition, usual class: inhibitors;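 further: plate controls were bound peptide for no effect and peptide without receptor for full effect; nearly all actives have a fitted effect of over 50% in size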
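Read-out is fluorescence polarization (555 nm excitation, 632 nm emission) of a Texas Red SRC2 coactivator peptide; loss of signal reflects blocked binding to human TRb ligand-binding domain in the presence of 1 uM T3.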
L3MBTL1 inh: inhibitors of human L3MBTL1; Q9Y468; AlphaScreen L3MBTL1–H3K9me1 peptide binding; Potency, µM (titrated, usually from 57.1 µM), for inactives: at the top dose activity, negative = inhibition, actives largely listed as inhibitors; 0.66% of 230,000 active; further: nearly all actives have a fitted effect of over 60% in size
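AlphaScreen assay: L3MBTL1 (50 nM final) was preincubated 30 min at room temperature with biotinylated H3(1-15)K9me1 peptide (75 nM final), then 30 min with library compounds; streptavidin donor and nickel chelate acceptor beads (10 ug/mL final) added, 30 min dark.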
Tau fibril FP: blocks human tau fibril formation measured by polarization. K18 P301L tau heparin fibrillization, Alexa594 FP, 6 h. Potency, µM (highest dose often 57.7 µM), inactives show top-dose activity, negative = inhibition, most hits filed as inhibitors. P10636. 0.39% of 280,000 active; further: nearly all actives have a fitted effect of over 55% in size
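Quantitative HTS format: compounds meet 15 uM recombinant K18 P301L tau and Alexa 594-tau tracer in 100 mM sodium acetate pH 7; 20 uM heparin triggers fibrillization at 37 C over 6 hr; FP gives the signal.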
RECQ1 inh: RECQ1 (human) helicase inhibition. AID 2549. RECQ1 DNA unwinding, red fluorescence kinetic read. Potency, µM (top dose mostly 57.3 µM), inactives show at the top dose activity, negative = inhibition, hits mostly inhibitors. 0.54% of 240,000 active;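 further: plate controls were vehicle for no effect and no enzyme for full effect; nearly all actives have a fitted effect of over 30% in size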
Target sequence (P46063 whole entry, looked up): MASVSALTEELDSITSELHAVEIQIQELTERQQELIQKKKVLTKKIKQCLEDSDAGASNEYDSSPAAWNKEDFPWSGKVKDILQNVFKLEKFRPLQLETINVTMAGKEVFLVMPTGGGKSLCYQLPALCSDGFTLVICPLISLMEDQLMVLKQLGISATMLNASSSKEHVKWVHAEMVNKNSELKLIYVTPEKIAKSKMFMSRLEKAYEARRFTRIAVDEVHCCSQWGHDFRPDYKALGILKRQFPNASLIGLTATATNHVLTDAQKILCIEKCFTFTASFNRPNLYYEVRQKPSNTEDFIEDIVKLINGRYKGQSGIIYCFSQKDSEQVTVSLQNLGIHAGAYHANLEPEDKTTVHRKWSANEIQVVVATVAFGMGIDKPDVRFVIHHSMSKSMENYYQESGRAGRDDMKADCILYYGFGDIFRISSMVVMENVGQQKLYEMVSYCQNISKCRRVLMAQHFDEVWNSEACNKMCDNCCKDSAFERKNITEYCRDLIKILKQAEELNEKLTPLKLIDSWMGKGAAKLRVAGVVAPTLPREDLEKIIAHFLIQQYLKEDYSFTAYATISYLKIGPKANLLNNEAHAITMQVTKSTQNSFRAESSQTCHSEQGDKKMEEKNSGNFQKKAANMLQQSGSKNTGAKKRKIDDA
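RECQ1T1 50 nM; forked duplex (20 bp + 30-nt ss tails) 200 nM, ATP 2 mM final; pH 8.0, 2 mM MgCl2, 2.5 ug/ml poly(dI-dC); 15 min compound preincubation; discontinuous kinetic read over 2 h at RT.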
KDM4E inh: blocks human JMJD2E demethylase activity | JMJD2E catalytic domain, FDH-coupled NADH fluorescence (FDH is formaldehyde dehydrogenase) | Potency, µM (top dose mostly 57.1 µM), without a hit: top-dose activity change, negative = inhibition, actives largely listed as inhibitors | 1.6% of 230,000 active | AID 2147; active means well fitted inhibition curve with a large enough effect, not every such curve was filed as active; inconclusive means small, poorly fitted or top-dose-only effect, or another doubt; inactive means no such curve, though single readings can be large or run the other way;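 further: 0% = wells with enzyme and -100% = buffer wells without enzyme; nearly all actives have a fitted effect of over 50% in size; many of its hits are not listed in these tables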
GoLoco inh red: inhibitors of human Gai1-RGS12 GoLoco interaction (red fluorophore) | P63096 | Gai1:RGS12 GoLoco peptide FP, rhodamine, 10 min | Potency, µM (titrated, usually from 61.6 µM), without a hit: top-dose activity, negative = inhibition, hits mostly inhibitors | 0.44% of 230,000 active | AID 880; active means well fitted inhibition curve with a large enough effect, not every such curve was filed as active; inactive means no such curve, though single readings can be large or run the other way; further: nearly all actives have a fitted effect of over 30% in size; many of its hits are not listed in these tables
Target sequence (P63096 whole entry, looked up): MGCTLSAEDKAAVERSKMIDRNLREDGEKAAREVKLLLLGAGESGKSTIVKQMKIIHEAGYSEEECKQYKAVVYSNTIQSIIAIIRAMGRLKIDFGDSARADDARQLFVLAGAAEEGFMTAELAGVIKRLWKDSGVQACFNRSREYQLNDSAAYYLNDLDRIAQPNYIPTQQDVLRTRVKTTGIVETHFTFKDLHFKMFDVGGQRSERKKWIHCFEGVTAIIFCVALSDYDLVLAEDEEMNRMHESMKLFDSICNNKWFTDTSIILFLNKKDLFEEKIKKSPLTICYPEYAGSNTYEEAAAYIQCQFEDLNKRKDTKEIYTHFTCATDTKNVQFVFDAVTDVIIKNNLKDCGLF
* = called active by the depositor; i = inactive; ? = inconclusive; nt = no result given; & = joins results of further samples; [ ] = another dose, or the depositor's remark. Unless noted, the call rests on the fitted dose curve; in most records, active means well fitted curve in the direction sought with a large enough effect; inconclusive means small, poorly fitted or top-dose-only effect, or another doubt; inactive means no such curve, though single readings can be large; an effect the other way counts as inactive or inconclusive. Unless noted, on the % scale 0 is the no-effect control and ±100 the full control effect; potency means the concentration at half of the fitted maximal effect. Not all compounds are listed; the hit share may differ from the screen's.

SMILES	TR SRC2 fluor cs	Tau fibril ThT	TRb SRC2 PPI	L3MBTL1 inh	Tau fibril FP	RECQ1 inh	KDM4E inh	GoLoco inh red
O=C(Nc1ccc(C2=NCCN2)cc1)c1ccc(C(=O)Nc2ccc(C3=NCCN3)cc2)c(Cl)c1	-4%	10%	-12%	-20%	2%	57%[activator]	-18%	20%
CC(C)=CC(=O)OCC(=O)Nc1ccccc1Cl	1%	-4%	11%	8%	-3%	-2%	-1%	3%
O=C(O)CNS(=O)(=O)c1ccc(F)cc1	-3%	-9%	-6%	6%[11.4 µM]	-5%	-2%	11%	4%
CC(C)(C)NC(=O)C(c1c[nH]c2ccccc12)N(C(=O)Cn1nnc(-c2ccc(F)cc2)n1)c1cccc(O)c1 (stereo unspecified)	-2%	-12%	2%	-15%	?	-8%	5%	12%
Cc1ccc(C(=O)C(OC(=O)CNS(=O)(=O)c2ccccc2)c2ccccc2)cc1 (stereo unspecified)	-3%	1%	5%	1%	-7%	-11%	-10%	270%[activator]
COC(=O)CNC(=O)[C@@]1(C)C=C[C@@H](Cc2ccccc2)N1C(=O)OC	1%	?	8%	nt	-8%	i	-18%	-1%
COc1ccc(/C=N/Nc2nc(-c3ccc(C)cc3)c(NC(C)=O)s2)cc1	-1%	?	5%	-14%	-4%	-6%	-2%	0%
O=C(CSc1nc2ccc(Cl)cc2o1)NCc1ccc2c(c1)OCO2	-1%	-6%	7%	nt	-1%	5%	-2%	-21%
O=C(CSC1CC(=O)N(CCc2ccccc2)C1=O)Nc1ccc(Cl)cc1 (stereo unspecified)	-2%	-7%	2%	4%	-8%	-5%	3%	4%
CCn1c(SCC(=O)Nc2ccc3c(c2)c2ccccc2n3CC)nnc1-c1ccco1	0%	-9%	-8%	-3%	-7%	-13%	-3%	2%
COc1ccc(N2CCN(C(=O)c3cccc(N4C(=O)C5CC=CC(C)C5C4=O)c3)CC2)cc1 (stereo unspecified)	-3%	?	-3%	-1%	-6%	-17%	-6%	5%
CCn1cc(C(=O)NCCCOC(C)C)c2cc(OC)c(OC)cc2c1=O	2%	-4%	8%	-2%[11.4 µM]	0%	-4%	?	3%
COCc1cc(Sc2ccc(Cl)cc2Cl)nc(-c2ccccc2)n1	-2%	-11%	5%	1%	?	0%	15%	3%
O=C(NN1C(=O)C2C(C1=O)C1C=CC2C12CC2)c1cccc(Cl)c1 (stereo unspecified)	-1%	-8%	-2%	1%	3%	-4%	-7%	4%
O=c1oc2c(Cl)cc(Cl)cc2cc1-c1nnc(Nc2ccccc2F)s1	-1%	?	4%	5%	-1%	-2%	3%	7%
Cc1ccc(CS(=O)(=O)Cc2ccc(C(=O)NCCCN3CCOCC3)o2)cc1	1%	-2%	-13%	-3%	-5%	-6%	4%	3%
Cc1ccc(NC(=O)NC(=O)COc2ccc(Cl)cc2Cl)c(C)c1	2%	-10%	2%	8%	-5%	-9%	3%	9%
CN1CCN(C(=O)c2ccc3c(c2)NC(=O)C(C)(C)O3)CC1	-2%	-4%	-11%	0%	2%	-5%	1%	5%
Cn1c(=S)n(CCC(=O)O)c2ccccc21	6%	-12%	0%	-2%	2%	-16%	-6%	3%
COc1ccc(OC)c(-n2cnc3cc(C(=O)NCCc4ccccc4)ccc32)c1	-2%	-20%	1%	nt	12%	nt	nt	nt
Cc1cnc(NC(=O)CCN2C(=O)C3CCCCC3C2=O)s1 (stereo unspecified)	-2%	-7%	-6%	nt	-3%	i	2%	1%
O=C(Cn1c(-c2cccs2)cc2cc(F)ccc21)NCCc1ccc(Cl)cc1	-1%	-2%	-3%	nt	?	nt	nt	nt
COc1ccc2c(CNCc3ccco3)c(C(=O)O)n(Cc3ccccc3)c2c1	-1%	-4%	5%	nt	-4%	nt	nt	nt
O=C(Cn1cnc2c(cnn2-c2ccc(Cl)cc2)c1=O)NCC1CCCO1 (stereo unspecified)	-1%	1%	-1%	-9%	0%	?	?	7%
Cc1cc(C)c([N+](=O)[O-])cc1-c1ccc(/C=N/c2c(-c3ccco3)nc3ccccn23)o1	10%	5µM*	-19%	?	?	?	?	46%[activator]
O=C(NCCc1cccc(Cl)c1)c1cccs1	0%	-15%	5%	3%	-3%	26%	1%	-10%
CC(Oc1ccc(C(=O)NCCc2ccccc2)cc1)C(=O)O (stereo unspecified)	0%	-6%	-1%	nt	-2%	i	10%	-1%
Cc1ccc2c(c1)c1nc3ccccc3nc1n2CCN1CCOCC1	1%	?	-2%	11%	-15%	-11%	7%	-1%
COc1cccc(N2CCN(C(=O)c3nc(-c4ccc(Cl)cc4)n4c3CCCCC4)CC2)c1	6%	-16%	2%	nt	4%	nt	nt	nt
CCOC(=O)c1c(NC(=O)COc2ccc(F)cc2)sc2c1CCC(C)C2 (stereo unspecified)	-2%	?	-4%	nt	-4%	nt	nt	nt
Cc1ccc(O)c(C(=O)c2cnn(-c3ccccc3)c2)c1	1%	?	11%	nt	-7%	-3%	6%	2%
CNC(=O)c1[nH]cnc1C(=O)Nc1ccc(C)cc1	-7%	-1%	5%	-3%	-14%	i	1%	3%
CCOc1ccc(-n2c(C)nc(O)c2N=Nc2ccccc2)cc1	0%	9%	6%	nt	4%	0%	3%	0%
CSc1nc(C)c2c(c1C#N)CCCC2	-1%	-12%	10%	nt	-5%	-9%	1%	-10%
O[C@@H]1C2CCCC1[C@]1(O)CCCCC1C2 (stereo partly specified)	1%	-4%	4%	-3%	1%	-1%	3%	-1%
COc1ccccc1C1CCN(C(=S)Nc2ccc(Br)cc2)CC1	-2%	?	-4%	-14%	-4%	-20%	-13%	4%
O=S(=O)(Nc1cc(F)ccc1F)c1ccc2[nH]c3c(c2c1)CCCCC3	-20%	-8%	3%	nt	?	nt	nt	nt
O=C(C1CC1)N1CCc2cc(S(=O)(=O)N3CCCc4ccccc43)ccc21	2%	-6%	5%	-5%	3%	-10%	3%	4%
O=C(C1CCN(c2nnc(-n3cccc3)s2)CC1)N1CCc2ccccc2C1	1%	9%	-3%	-17%	5%	1%	-11%	-1%
CCOc1ccc(NC(=O)CS(=O)(=O)c2cn(CC)c3ccccc23)cc1	0%	?	-2%	0%	-1%	-1%	2%	5%
N#C/C(=C\Nc1ccccn1)S(=O)(=O)c1ccc(Cl)cc1	0%	-14%	0%	-2%	-17%	-7%	5%	10%
Cc1nnn(C23CC4CC(CC(CC(=O)Nc5ccc(C)c(C)c5)(C4)C2)C3)n1	1%	-5%	7%	5%	8%	-4%	-4%	8%
Cc1ccc(N(C)S(=O)(=O)c2ccc3c(c2)C(C)(C)C(=O)N3C)cc1C	-1%	-5%	4%	nt	5%	nt	nt	nt
CCOC(=O)C1CCCN(C(=O)Cn2ncc3c4ccccc4n(Cc4ccc(F)cc4)c3c2=O)C1 (stereo unspecified)	0%	-4%	2%	nt	2%	nt	nt	nt
O=C1CCc2ccccc2O1	-1%	nt	7%	-2%	nt	-4%	nt	-2%
CC(C)(C)C(=O)NCCN1C(=O)S/C(=C\c2ccc([N+](=O)[O-])cc2)C1=O	-3%	?	9%	-5%	6%	i	-4%	-1%
CCOc1cc(/C=N/Nc2nc(N3CCCC3)nc(N3CCCC3)n2)ccc1O	-2%	?	-1%	-6%	-8%	-3%	12%	-7%
Cc1cc(C)n(CCc2nc3c4ccccc4nc(N4CCN(c5cccc(C)c5C)CC4)n3n2)n1	1%	-1%	-5%	nt	1%	nt	nt	nt
CCc1ccccc1-n1nnc(-c2nsc(NC(=O)c3ccc(C)c(C)c3)n2)c1C	1%	5%	1%	nt	?	nt	nt	nt
Cc1ccc(Cl)cc1NC(=O)CSc1nc2c(c(=O)[nH]1)CN(Cc1ccccc1)CC2	0%	17%	6%	nt	?	nt	nt	nt
Cc1sc(NC(=S)NC(=O)c2cccs2)nc1-c1ccc(C(C)C)cc1	1%	-19%	-2%	12%	-6%	-13%	-2%	7%
Cn1cc(CNC(=O)COc2ccc(Cl)cc2Cl)cn1	2%	-1%	10%	21%	-1%	8%	10%	-6%
Cc1ccc2sc(NNC(=O)c3ccc4c(c3)OCCO4)nc2c1C	0%	13µM*	8%	?	?	-4%	-2%	-4%
O=C(Nc1ccccc1[N+](=O)[O-])c1csnn1	-26%	-4%	0%	nt	-4%	nt	nt	nt
CCOC(=O)CSc1nc2ccccc2c(=O)n1CCC(=O)NCCc1ccc(OC)c(OC)c1	-5%	-11%	-2%	nt	-12%	-8%	10%	5%
COc1ccc(/C=C/C(=O)Nc2sc3c(c2C(=O)NCc2cccnc2)CCCC3)cc1	-1%	?	-13%	6%	-2%	-1%	4%	7%
Cn1nc(-c2ccc(OCC(=O)Nc3ccccc3)cc2)c2ccccc2c1=O	6%&-1%	-15%&-9%	0%&3%	nt	-3%&-7%	-17%	-7%	-6%
O=C(NC(=S)N1CCN(Cc2ccc3c(c2)OCO3)CC1)c1ccc(Cl)cc1	1%	?	-8%	?	12%	-2%	0%	8%
Cc1cc(NC(=O)CN2C(=O)NC(C)(c3ccc(OC(F)F)cc3)C2=O)no1 (stereo unspecified)	1%	2%	-1%	2%	-2%	-16%	1%	-5%
CCC(c1nnnn1C1CCCC1)N(Cc1cccs1)Cc1cc2cc(C)ccc2[nH]c1=O (stereo unspecified)	-3%	?	-1%	nt	1%	-3%	?	2%
CC(=O)NC1C(Oc2ccc(C)cc2)OC2COC(c3ccco3)OC2C1O (stereo unspecified)	0%	-5%	-1%	?	2%	-6%	-3%	3%
CCOc1ccc(S(=O)(=O)NCc2ccc(C)cc2)c2cccnc12	-5%	-14%	-6%	20%	2%	-3%	0%	-5%
